Bioassay records as filed in PubChem.
Vif-A3F inh: inhibitors of Vif-A3F interaction; HeLa A3F-eYFP + Vif (tagged APOBEC3F with the HIV-1 protein that degrades it), YFP fluorescence increase; Potency, µM (top dose mostly 46.1 µM), for inactives: at the highest dose activity, negative = active; 390,000 tested, 0.2% active; AID 602313; note: potency is the fitted concentration of half-maximal effect; % of control where 0% means no effect; nearly all actives have a fitted effect of over 65% in size
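HeLa cells stably expressing Vif plus C-terminally eYFP-tagged A3F were seeded, incubated overnight at 37 deg C, dosed with compound, incubated overnight again at 37 deg C. Yellow fluorescence (Ex 488/Em 500-530) reported blocked Vif-mediated A3F-eYFP degradation.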
RXFP1 agonist: RXFP1 (human) receptor agonism. Q9HBX9. HEK293T-RXFP1 cAMP TR-FRET, 30 min; response scale: percent of porcine relaxin response, buffer zero. Potency, µM (series often up to 57.5 µM), for inactives: top-dose activation, usual class: activators. 370,000 tested, 0.3% active; note: potency is the fitted concentration of half-maximal effect; % is set by controls: 0 for no effect and ±100 for the full control effect; nearly all actives have a fitted effect of over 60% in size; many of its hits are not listed in these tables
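HEK293 cells stably expressing RXFP1, treated 30 min at 37C with compounds plus PDE4 inhibitor Ro 20174; cAMP measured by HTRF TR-FRET. Normalized to buffer and 29 nM porcine relaxin; EC50 by Hill fit.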
Vif-A3G inh: inhibitors of Vif-APOBEC3G interaction. HeLa A3G-eYFP + Vif (tagged APOBEC3G with the HIV-1 protein that degrades it), YFP fluorescence, overnight. Potency, µM (top dose mostly 46.1 µM), for the others: top-dose activity, negative = active, hits mostly inhibitors. 410,000 tested, 0.076% active. AID 602310;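 note: potency is the fitted concentration of half-maximal effect; % is set by controls: 0 for no effect and ±100 for the full control effect; nearly all actives have a fitted effect of over 60% in size; hits raise eYFP signal because A3G escapes Vif-driven loss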
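HeLa cells stably expressing Vif and C-terminally eYFP-tagged A3G, seeded overnight at 37 deg C, then exposed to compound by pintool overnight at 37 deg C. Rise in yellow fluorescence (Ex 488/Em 500-530, Acumen) marks blocked Vif-driven A3G degradation.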
USP1-UAF1 inh: USP1/UAF1 (human) deubiquitinase inhibition; O94782; recombinant USP1/UAF1, Ub-Rhodamine cleavage fluorescence; Potency, µM (doses to about 57.1 µM), for inactives: at the top dose activity change, negative = inhibition, most hits filed as inhibitors; 390,000 tested, 0.23% active; note: potency is the fitted concentration of half-maximal effect; % is set by controls: 0 for no effect and ±100 for the full control effect; nearly all actives have a fitted effect of over 60% in size; inactives centre near -12
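High-throughput fluorogenic screen: 1nM USP1/UAF1 complex, Ub-Rho substrate 150nM final, 50mM HEPES pH 7.8 with 0.5mM EDTA, 0.1 mg/ml BSA, 1mM TCEP and 0.01% Tween-20.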
Glioma ERSR ind: ER stress response induction in glioma. U87-MG GRP78 promoter luciferase reporter, 16 h. Potency, µM, inactives show at the top dose activation, hits mostly activators. 420,000 tested, 0.02% active; note: potency is the fitted concentration of half-maximal effect; series mostly up to about 76 µM; % of control where 0% means no effect; nearly all actives have a fitted effect of over 35% in size
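ERSR induction read as luciferase luminescence (Bright-Glo, 10 min at room temperature) in stably transfected human U87-MG glioma cells exposed to compounds for 16 h, using GRP78 as sensor.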
PI4K2A inh: blocks human PI4K2A kinase activity | activity change, negative = inhibition, % at 76.9 µM | Q9BTU6 | purified PI4K2A, ADP-Glo luminescence, 1 h; stronger effect = lower value | AID 1346378 | 420,000 tested, 0.13% active; in the data active = activity change below about -50%; inconclusive = mostly about -30% to -49%;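 note: -100% = wells without enzyme as full effect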
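Compounds are screened against recombinant PI4K2A using PI as substrate and ATP, the latter dispensed at 300 microM. Reactions run one hour at ambient temperature before ADP-Glo detection; full inhibition defined by wells lacking enzyme.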
LDHA block: blocks human lactate dehydrogenase A. 480,000 tested, 0.15% active. P00338. AID 1347041. activity change, % (values are at about 110 or 230 µM). purified LDHA, NADH/diaphorase-resazurin fluorescence; stronger effect = lower value; in the data active = activity change below about -30%; inconclusive = mostly about -25% to -30%;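 note: plate controls were DMSO wells for no effect and wells without enzyme for full effect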
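LDH5 2 nM; NADH 0.06 mM, pyruvate 0.2 mM; 200 mM Tris pH 7.4, EDTA, Tween-20; 5 min RT. Detection: diaphorase 0.133 mg/mL + resazurin 37 µM, fluorescence ex540/em590 at 0 and 20 min; normalized to enzyme-free and DMSO wells.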
IDH1 R132H inh: inhibitors of human mutant IDH1 R132H. O75874. IDH1-R132H enzyme, NADPH consumption, diaphorase/resazurin fluorescence. Potency, µM (doses to about 76.6 µM), for inactives: at the highest dose activity change, negative = inhibition, hits mostly inhibitors. 390,000 tested, 0.093% active. AID 602179; note: potency is the fitted concentration of half-maximal effect; % is set by controls: 0 for no effect and ±100 for the full control effect; nearly all actives have a fitted effect of over 65% in size
Target sequence (O75874 whole entry R132H, stated change not applied): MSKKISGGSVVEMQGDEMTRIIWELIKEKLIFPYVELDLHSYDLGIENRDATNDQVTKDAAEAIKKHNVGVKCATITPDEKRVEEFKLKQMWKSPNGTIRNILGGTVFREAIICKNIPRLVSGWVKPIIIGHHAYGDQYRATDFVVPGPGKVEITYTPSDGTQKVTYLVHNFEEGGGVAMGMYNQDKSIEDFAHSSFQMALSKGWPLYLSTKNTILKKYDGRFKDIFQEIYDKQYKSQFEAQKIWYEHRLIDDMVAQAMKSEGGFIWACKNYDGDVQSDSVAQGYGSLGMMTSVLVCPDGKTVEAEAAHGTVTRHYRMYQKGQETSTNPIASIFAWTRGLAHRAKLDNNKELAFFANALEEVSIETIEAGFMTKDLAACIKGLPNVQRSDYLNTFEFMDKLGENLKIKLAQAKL
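IDH1-R132H (0.5 ug/mL dispensed) in pH 7.5 Tris buffer was preincubated 30 min with compound, then given a substrate mix of 0.016 mM NADPH and 2 mM alpha-KG for 80 min at room temperature; remaining NADPH was read by diaphorase/resazurin fluorescence.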
TrxR1 substrate: rat thioredoxin reductase 1 substrate activity; purified TrxR1 substrate turnover, NADPH consumption readout; Potency, µM (titrated, usually from 114 µM), for inactives: at the highest dose activity change, negative = substrate turnover; 390,000 tested, 0.01% active; note: potency is the fitted concentration of half-maximal effect; % is set by controls: 0 for no effect and ±100 for the full control effect; nearly all actives have a fitted effect of over 50% in size
Target sequence (O89049 whole entry, looked up): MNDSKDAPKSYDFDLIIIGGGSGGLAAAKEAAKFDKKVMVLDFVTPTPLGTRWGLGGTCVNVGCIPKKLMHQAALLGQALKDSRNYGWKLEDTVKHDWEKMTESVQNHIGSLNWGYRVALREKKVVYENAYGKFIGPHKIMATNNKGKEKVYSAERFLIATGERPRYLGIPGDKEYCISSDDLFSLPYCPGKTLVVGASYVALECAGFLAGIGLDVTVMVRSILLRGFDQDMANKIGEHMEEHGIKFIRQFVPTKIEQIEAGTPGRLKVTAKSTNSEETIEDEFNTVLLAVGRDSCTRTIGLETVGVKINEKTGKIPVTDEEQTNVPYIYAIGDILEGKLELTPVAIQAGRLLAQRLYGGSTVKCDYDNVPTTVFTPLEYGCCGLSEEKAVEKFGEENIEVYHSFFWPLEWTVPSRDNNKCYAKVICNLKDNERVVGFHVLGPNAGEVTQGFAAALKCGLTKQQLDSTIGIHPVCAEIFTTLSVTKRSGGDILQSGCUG
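Rat TrxR1, dispensed at 90 nM, was prereduced with 400 uM NADPH (final) for 5 min at ~22 deg C, then incubated with compound 15 min before 400 uM selenite. A first-read NADPH fluorescence drop versus no-compound background flagged substrates.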
Starred values were filed as active, the others as inactive; ? = inconclusive; . = no result given; & = joins results of further samples; [ ] = dose if it differs, or a comment. Unless noted, calls come from the whole dose curve; as a rule, active = well fitted curve in the direction sought with a large enough effect; inconclusive = small, poorly fitted or top-dose-only effect, or another doubt; inactive = no such curve, though single readings can be large; an effect the other way counts as inactive or inconclusive. An excerpt (hit frequency here may not be typical).

cpd	SMILES	Vif-A3F inh	RXFP1 agonist	Vif-A3G inh	USP1-UAF1 inh	Glioma ERSR ind	PI4K2A inh	LDHA block	IDH1 R132H inh	TrxR1 substrate
1	COc1cccc(C(=O)Nc2nnc(CCS(=O)(=O)c3ccc(C)cc3)s2)c1	-3%	3.1%	2%	-18%	-3%	-2	-5	8%	1%
2	O=P(O)(CCc1ccccc1)C(O)c1ccccc1 (stereo not drawn)	-9%	0.0%	-1%	-1%	-3%	-7	-1	1%	7%[57.1 µM]
3	COc1ccc(C(=O)C2CCCN(C(=O)c3cccc(Cn4cccn4)c3)C2)cc1F (stereo not drawn)	-3%	1.5%	-2%	-19%	-5%	1	-1	12%	5%
4	COc1ccc(-c2csc(NCCc3nc4cc(C(=O)NCCCO)ccc4n3Cc3ccc(C)cc3)n2)cc1	8%	.	-8%	-5%	1%	-5	-2	0%	8%[57.1 µM]
5	O=C(CCCCC(=O)N1CCOCCOCCOCC1)OCc1ccccc1	-9%	4.3%	-4%	-6%	-3%	3	-5	6%	-16%[57.1 µM]
6	CCCC(=O)Nc1ccc(C(=O)NCC(=O)OCC)cc1	-13%	0.9%	1%	-15%	5%	-8	0	2%	3%[57.1 µM]
7	Cc1ccc(Sc2c(C)nn(-c3ccccc3)c2OC(=O)CC(C)C)cc1	.	0.9%	.	4%	.	-12	0	.	0%
8	O=C(NCCC(c1ccccc1)c1ccccc1)c1ccc(Br)o1	2%	0.1%	-1%	-11%	-4%	2	1	9%	-2%
9	Cc1cccc(C)c1NS(=O)(=O)c1ccc(OCCNS(C)(=O)=O)cc1	18%	0.1%	-7%	-25%	-5%	4	-7	-1%	0%[57.1 µM]
10	Cc1ccccc1OCCn1cc(C=O)c2ccccc21	10%	8.6%	-6%	-18%	-1%	3	-9	16%	6%[57.1 µM]
11	COc1cc(/C=c2\s/c(=C(/C#N)C(=O)N3CCCC3)n(-c3ccccc3)c2=O)ccc1O	-17%	0.9%	-2%	-20%	-3%	2	1	8%	-1%[57.1 µM]
12	O=C(N/N=C/c1ccccn1)c1cccnc1	1%	-1.6%	-3%	-16%	4%	2	5	2%	-3%
13	CN1CCCC(OC(=O)COc2ccc(Br)cc2)C1 (stereo not drawn)	1%	0.0%	-3%	-25%	-5%	-13	-9	8%	0%
14	COCCn1c(SCC(=O)N2CCCCCC2)nc2c(c1=O)SCC2	-8%	1.9%	0%	-3%	-5%	-1	-8	8%	-5%
15	Cc1ccccc1CN1C(=O)c2ccccc2Sc2ccc(C(=O)NCc3cccs3)cc21	3%	0.5%	-6%	?	-4%	2	4	-11%	-4%[57.1 µM]
16	Cc1cc(NC(=O)CN2C(=O)CCSc3ccccc32)no1	12%	0.9%	1%	-10%	-1%	-8	-5	7%	-5%
17	COc1ccccc1OCCSc1nnnn1-c1ccc(C)cc1	-4%	-0.9%	0%	-13%	3%	-27	-7	12%	-2%
18	Cc1ccc(CCN2CC(C(=O)NCCCN3CCC(C)CC3)CC2=O)cc1 (stereo not drawn)	6%	-0.6%	-1%	-6%	5%	-6	-1	-12%	9%[57.1 µM]
19	O=[N+]([O-])c1ccc(N2CCN(Cc3cccc([N+](=O)[O-])c3)CC2)cc1	15%	-1.4%	3%	-15%	-4%	0	-8	-8%	-2%
20	CC1(C)Cc2c(c(-c3ccco3)nc3sc4c(NCC5CCCO5)ncnc4c23)CO1 (stereo not drawn)	-13%	0.5%	-8%	-8%	-4%	-8	0	7%	37%[activator]
21	CCn1cc(C(=O)Nc2ccccc2C(=O)OC)cn1	-2%	.	6%	-13%	-4%	10	-8	3%	8%
22	CCOc1ccc(NS(=O)(=O)c2cc(C(=O)NCCCN3CCCC3=O)ccc2C)cc1	8%	-3.4%	-7%	-11%	-5%	6	-3	8%	-3%
23	Cc1noc(C)c1C(=O)Nc1cc(S(=O)(=O)N2CCCCC2)ccc1N(C)C	-25%	1.8%	-4%	-3%	-4%	5	-2	9%	-4%
24	CC(C)c1ccc(/C=C2\SC(=O)N(CC(=O)NC3CCS(=O)(=O)C3)C2=O)cc1 (stereo not drawn)	4%	-0.2%	2%	-12%	-8%	-11	-1	-10%	-3%
25	COc1ccc(Cl)cc1NC(=S)N(Cc1cccnc1)Cc1ccco1	2%	2.5%	-2%	-14%	-4%	-2	2	4%	-4%
26	CCc1ccccc1NC(=O)c1c(NC(=O)c2ccccc2)sc2c1CCCC2	0%	3.0%	-4%	?	-1%	-1	-2	-18%	81%[activator]
27	O=C(Nc1ccc(S(=O)(=O)N2CCOCC2)cc1)C1CCCCC1	1%	0.5%	1%	1%	-5%	-3	-8	-5%	-2%[57.1 µM]
28	CCC(Oc1ccccc1OC)C(=O)N1CC(=O)Nc2ccccc21 (stereo not drawn)	-2%	0.4%	1%	?	0%	4	-3	-5%	-5%
29	COc1cc(C(C)=O)ccc1OCC(=O)Nc1ccc(S(=O)(=O)N2CCCCC2)cc1	0%	.	0%	-25%	-5%	-6	-5	-5%	.
30	CCOC(=O)N(NC(=O)C(O)(CC(C)C)CC(C)C)c1ccccc1	-3%	-0.5%	-12%	-2%	2%	-3	-5	3%	10%[57.1 µM]
31	CCOc1ccc(C(=O)COC(=O)c2nc3nccc(C)n3n2)cc1	-24%	5.0%	1%	-6%	-5%	-1	0	2%	5%
32	COc1ccc(CCNC(=O)COC(=O)Cc2ccccc2[N+](=O)[O-])cc1	9%	.	0%	-17%	3%	9	0	8%	-5%
33	NS(=O)(=O)c1ccc(NC(=O)CSc2ccc3ccccc3n2)cc1	2%&-2%	1.7%&4.3%	-7%&1%	-21%&-4%	-5%&3%	3&1	-3&-11	9%&-2%	4%[57.1 µM]
34	CC(C)c1cnc2c(c1SCC(=O)c1ccccc1)c(=O)n(C)c(=O)n2C	-6%	0.7%	-1%	-25%	3%	-1	-4	-5%	1%[57.1 µM]
35	CCC(OC(=O)c1ccco1)C(=O)NCc1ccc2c(c1)OCO2 (stereo not drawn)	-3%	1.9%	0%	-12%	1%	-5	-2	2%	13%
36	Cc1ccc(C(=O)Cn2c(=N)n(N)c3ccccc32)cc1	-2%	0.5%	-7%	-21%	6%	0	-8	-1%	2%
37	C=CC[n+]1c(-c2ccc(C)cc2)csc1Nc1c(C)n(C)n(-c2ccccc2)c1=O	2%	3.8%	1%	-8%	-5%	3	-3	5%	5%[57.1 µM]
38	Cc1ccc(C)c(C(=O)N(Cc2nc(-c3ccc(Cl)cc3)no2)C(C)C)c1	2%	0.0%	0%	?	-5%	0	1	-4%	0%
39	Cc1ccc(-c2ccc(C(=O)O)c(C)n2)cc1	-9%	0.5%	0%	-18%	-2%	-1	-8	0%	5%
40	Nc1ccnn1Cc1ccncc1	-1%	-4.0%	0%	-8%	-1%	-2	-6	-5%	-2%
41	CS(=O)(=O)N1CCN(c2ccccc2NC(=O)c2ccco2)CC1	0%	0.9%	4%	5%	-2%	-1	-10	0%	6%
42	CCc1ccc(C(=O)c2cn(CC(=O)Nc3cc(OC)ccc3OC)c3ccc(C)cc3c2=O)cc1	-1%	3.2%	-2%	-5%	-3%	2	3	-3%	-4%
43	CS(=O)(=O)c1ccc(C(=O)NNC(=O)c2ccccc2-n2cccc2)cc1	-2%	-0.3%	-1%	-3%	-4%	-4	0	-5%	1%
44	COc1cc(C(=O)NNC(=O)C2CCCC2)cc(OC)c1OC	-6%	0.0%	3%	-26%	-4%	10	-2	-2%	4%
45	CCCCCCCCOc1ccc(C2OC34CCCCC3C(C#N)(C#N)C2(C#N)C(=N)O4)cc1 (stereo not drawn)	?	-0.8%	-5%	?	-4%	-9	18	7%	92%[activator][57.1 µM]
46	CC1CCN(S(=O)(=O)c2ccccc2)CC1	4%	-0.2%	-7%	-19%	1%	3	-2	19%	4%
47	O=C(CCNC(=O)c1ccccc1Cl)Nc1ccc(S(=O)(=O)N2CCOCC2)cc1	-5%	.	1%	-3%	-1%	-6	-2	-2%	.
48	O=C(C[C@H]1C[C@H](C(=O)N2CCOCC2)[C@@]2(CCC3CCCC3)c3[nH]c4cc(-c5ccco5)ccc4c3CCN2C1=O)NCCCn1ccnc1	-3%	.	-13%	-3%	-2%	5	-7	-21%	15%
49	Nc1cc(Cl)ccc1C(=O)OCC(=O)NCc1cccs1	-3%	.	2%	-22%	7%	-1	-5	2%	36%[activator]
